Screening data: PubChem, several laboratories
Anthrax LF prot: Bacillus anthracis LF protease inhibitors, primary screen, biochemical, multiplex microsphere, MLPCN library; AID 588501, 2011; multiplex microsphere protease cleavage assay; inhibition, % at 10 µM; hit rate 0.12% among 360,000; Lethal factor (Bacillus anthracis), P15917; note: plate controls were buffer without enzyme for full effect and enzyme alone for no effect
TcdB GH inh: TcdB glycohydrolase inhibitors, primary screen, biochemical, single point, plate reader. TcdB glycohydrolase enzymatic assay. inhibition, % at 9.99 µM. hit rate 0.24% among 350,000; in the data active = inhibition above about 10%
3CLpro inhibitor: SARS-CoV 3CLpro protease inhibitors, primary screen, biochemical, quenched FRET | recombinant SARS-CoV 3CLpro, quenched FRET peptide cleavage | inhibition, % at 6 µM | hit rate 0.14% among 290,000 | AID 1706, 2009; in the data active = inhibition above about 12%
Yp Topo-I inh: Yersinia pestis topoisomerase I inhibitors, primary screen, biochemical, cleavage product accumulation, plate reader, single point | DNA topoisomerase I (Yersinia pestis CO92) | AID 504884, 2011 | activity, % at 10 µM | hit rate 0.064% among 360,000 | Y. pestis Topo-I cleavage product accumulation; in the data active = activity above about 50%, passing the limit was not always enough; inconclusive = no clear call, values can overlap the other calls; note: inactives centre near 2
PriA SSB inh: inhibitors of Klebsiella pneumoniae PriA binding to SSB C-terminal tail, primary screen, biochemical, AlphaScreen | PriA–SSB C-terminal tail interaction (Klebsiella pneumoniae) | AlphaScreen SSBct-PriA binding, biotinylated peptide | inhibition, % at 33 µM | hit rate 0.6% among 430,000 | AID 1272365, 2023; in the data active = inhibition mostly above about 37%, no sharp cut-off; inactive = mostly below about 20%;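 note: plate controls were negative control peptide for no effect and reference peptide for full effect; strong numbers were not always called active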
Vc quorum ag: inducers of Vibrio cholerae quorum light production without autoinducers, primary screen, BH1578 luxS cqsA deficient, single point. V. cholerae BH1578 lux reporter, luminescence, 6 h. activation, % at 18.7 µM. hit rate 0.16% among 350,000; in the data active = activation mostly above about 9.7%, no sharp cut-off; inconclusive = no clear call, values can overlap the other calls; inactive = mostly below about 3.7%; note: not every result past the cut was called active; inactives centre near 0; reference of the scale not given here
PfHsp40 rescue: rescue of yeast from PfHsp40 toxicity, primary screen, S. cerevisiae, ATP luminescence; S. cerevisiae expressing PfHsp40, growth rescue; growth rescue, % at 12.5 µM; hit rate 0.68% among 340,000; in the data active = growth rescue above about 28%, passing the limit was not always enough; inconclusive = no clear call, values can overlap the other calls;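 note: yeast W303a lacking pdr1 and pdr3 grown in galactose medium; growth measured after three days at 30 °C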
PrPC surface inh: inhibitors of human cell surface prion protein PrPC, primary screen, cell-based, TR-FRET. Major prion protein (Homo sapiens), P04156. TR-FRET read-out. inhibition, % at 13.8 µM. hit rate 0.43% among 370,000. AID 720596, 2013; in the data active = inhibition above about 24%; note: 0% = median of the test wells and 100% = reference compound wells
BoNT-A LC inh2: BoNT/A light chain protease inhibitors, primary screen, biochemical, flow cytometry, MLPCN library; AID 588499, 2011; multiplex microsphere protease substrate cleavage; Botulinum neurotoxin type A light chain protease (Clostridium botulinum A str. ATCC 3502); inhibition, % at 10 µM; hit rate 0.17% among 360,000; note: plate controls were buffer without enzyme for full effect and enzyme alone for no effect
Starred values were filed as active, the others as inactive. Cut-off read from the data, not from the text of the source, unless noted: active = inhibition above about 30%; inconclusive = no clear call, values can overlap the other calls; inactive = below that.

`Cc1cc(O)c(CN2CCN(S(=O)(=O)c3cccs3)CC2)cc1C(C)C` gave Anthrax LF prot -5, TcdB GH inh 0.4, Yp Topo-I inh 19, PriA SSB inh -2, Vc quorum ag 0.3, PfHsp40 rescue -0.9, PrPC surface inh 2 and BoNT-A LC inh2 -3.8.
Screening CCN(C(=O)COc1ccccc1)C1CCCCC1 returned Anthrax LF prot -4, TcdB GH inh 0.4, 3CLpro inhibitor -3, Yp Topo-I inh 9, PriA SSB inh -3, Vc quorum ag -0.1, PfHsp40 rescue -1.1, PrPC surface inh 2 and BoNT-A LC inh2 -0.3.
Cc1cccc(Nc2cc(=O)n(C)c(=O)n2C)c1 was read as Anthrax LF prot -5, TcdB GH inh 0.1, Yp Topo-I inh -1, Vc quorum ag -0.6, PrPC surface inh 0 and BoNT-A LC inh2 0.0.
For CC/C(CC(=O)C(F)(F)F)=N\NC(=O)/C(C#N)=C/N(C)C the results were Anthrax LF prot -3, TcdB GH inh 0.4, 3CLpro inhibitor -1, Yp Topo-I inh -7, Vc quorum ag inactive, PfHsp40 rescue -0.9, PrPC surface inh 7 and BoNT-A LC inh2 0.6.
`O=C(NC1CCCc2ccccc21)C1CCN(c2c3c(nc4ncnn24)CCC3)CC1` (stereo not given) gave Anthrax LF prot -1, TcdB GH inh 2.5, 3CLpro inhibitor 4, Yp Topo-I inh 1, PriA SSB inh -5, Vc quorum ag -2.5, PfHsp40 rescue 1.3, PrPC surface inh 2 and BoNT-A LC inh2 inconclusive.
Screening COC(=O)N/N=C(\C)c1ccccc1OC(F)F returned Anthrax LF prot 4, 3CLpro inhibitor 5, Yp Topo-I inh 0, Vc quorum ag -0.2, PfHsp40 rescue -3.2, PrPC surface inh -7 and BoNT-A LC inh2 0.6.
For O=C(CCN1C(=O)C2C3C=CC(C3)C2C1=O)NCC1CCCO1 (stereo not given) the results were Anthrax LF prot -8, 3CLpro inhibitor 2, Yp Topo-I inh 7, PriA SSB inh -19, Vc quorum ag inactive, PfHsp40 rescue -0.9, PrPC surface inh 3 and BoNT-A LC inh2 0.2.
For C/C(CC1CC(C)(C)OC1=O)=N/Nc1nc(-c2ccccc2)cs1 (stereo not given) the results were Anthrax LF prot -1, 3CLpro inhibitor 3, Yp Topo-I inh 20, Vc quorum ag -0.2, PfHsp40 rescue -1.4, PrPC surface inh 6 and BoNT-A LC inh2 0.3.
For Cc1ccc(C(=O)NCCNC(=O)c2ccc(F)cc2)cn1 the results were Anthrax LF prot -16, TcdB GH inh 0.6, 3CLpro inhibitor 4, Yp Topo-I inh -6, PriA SSB inh -9, Vc quorum ag inactive, PfHsp40 rescue 0.4, PrPC surface inh -7 and BoNT-A LC inh2 -2.7.
c1ccc(Sc2nc(N3CCCCC3)nc(N3CCCCC3)n2)nc1 was read as Anthrax LF prot -7, TcdB GH inh 0.9, 3CLpro inhibitor 2, Yp Topo-I inh 29, PriA SSB inh -11, Vc quorum ag inactive, PfHsp40 rescue 2.3, PrPC surface inh -7 and BoNT-A LC inh2 inconclusive.
`CCC(CC)C(=O)Nc1nnc(S(=O)(=O)Nc2ccccc2C)s1` gave Anthrax LF prot -3, TcdB GH inh -0.6, 3CLpro inhibitor 2, Yp Topo-I inh -5, PriA SSB inh -23, Vc quorum ag inactive, PfHsp40 rescue 0.3, PrPC surface inh 1 and BoNT-A LC inh2 -1.9.
Screening O=C(CC1CCCC1)N1CCN(S(=O)(=O)c2c(F)cccc2F)CC1 returned Anthrax LF prot -2, TcdB GH inh 0.8, Yp Topo-I inh 0, Vc quorum ag -0.8, PrPC surface inh -2 and BoNT-A LC inh2 -0.3.
CCCn1c(-c2cccs2)nc2nc3ccccc3nc21 was read as Anthrax LF prot 4, 3CLpro inhibitor -2, Yp Topo-I inh 18, PriA SSB inh -18, Vc quorum ag -0.4, PfHsp40 rescue -0.5, PrPC surface inh -41 and BoNT-A LC inh2 9.3.
`CCCOC(=O)c1ccc(NC(=O)CC(C)(C)C)cc1` gave Anthrax LF prot -2, TcdB GH inh -0.6, 3CLpro inhibitor 1, Yp Topo-I inh 6, PriA SSB inh -13, Vc quorum ag inactive, PfHsp40 rescue 52*, PrPC surface inh 11 and BoNT-A LC inh2 0.4.
For Cn1cc(C(=O)N2CCN(c3ccccn3)CC2)c(=O)c2cc(S(=O)(=O)N3CCOCC3)ccc21 the results were Anthrax LF prot -4, 3CLpro inhibitor -4, Yp Topo-I inh 5, PriA SSB inh -21, Vc quorum ag -5.0, PfHsp40 rescue 1.2, PrPC surface inh -2 and BoNT-A LC inh2 -0.6.
For COc1cc(Cl)ccc1OCc1cc(C(=O)N(C)C2CCOC2)no1 (stereo not given) the results were Anthrax LF prot 1, TcdB GH inh -0.7, 3CLpro inhibitor -2, Yp Topo-I inh 5, PriA SSB inh -6, Vc quorum ag -0.4, PfHsp40 rescue 14, PrPC surface inh 4 and BoNT-A LC inh2 0.6.
`CCOC(=O)C1=C(C)N(CCCC(=O)O)C(=O)NC1c1ccc2ccccc2c1` (stereo not given) gave Anthrax LF prot 11, TcdB GH inh -0.4, Yp Topo-I inh 6, PriA SSB inh -13, Vc quorum ag -0.6, PfHsp40 rescue 0.1, PrPC surface inh -4 and BoNT-A LC inh2 0.1.
For CCCS(=O)(=O)N1CCCC(C(=O)NCCN(CC)CC)C1 (stereo not given) the results were Anthrax LF prot 6, 3CLpro inhibitor -2, Yp Topo-I inh -3, PriA SSB inh -11, Vc quorum ag inactive, PfHsp40 rescue 1.1, PrPC surface inh -1 and BoNT-A LC inh2 -0.2.
Screening COc1cc(NC(=O)CSc2nc3ncnc(N)c3[nH]2)c(C(=O)O)cc1OC returned Anthrax LF prot 13, TcdB GH inh 1.5, 3CLpro inhibitor -3, Yp Topo-I inh 7, PriA SSB inh 3, Vc quorum ag -1.5, PfHsp40 rescue -1.0, PrPC surface inh -4 and BoNT-A LC inh2 -1.5.
CC(C)C(=O)N1CCC1(C)C(=O)Nc1nc2ccccc2[nH]1 (stereo not given) was read as Anthrax LF prot -2, TcdB GH inh 0.7, Yp Topo-I inh 1, Vc quorum ag 1.2, PrPC surface inh 13 and BoNT-A LC inh2 -0.3.
CCOc1ccc(C(C(=O)NCC2CCCO2)N(C(=O)c2snc(C(N)=O)c2N)c2ccc3c(c2)OCCO3)cc1 (stereo not given) was read as Anthrax LF prot -2, TcdB GH inh -0.1, 3CLpro inhibitor 1, Yp Topo-I inh -7, PriA SSB inh 0, Vc quorum ag -0.9, PfHsp40 rescue -0.1, PrPC surface inh -17 and BoNT-A LC inh2 -1.5.
Cc1ccc(NC(=O)CSC2=C(C#N)C(c3ccco3)C3=C(CCCC3=O)N2)cc1 (stereo not given) was read as Anthrax LF prot -2, 3CLpro inhibitor 2, Yp Topo-I inh 8, PriA SSB inh 0, Vc quorum ag -0.3, PfHsp40 rescue 0.1, PrPC surface inh 2 and BoNT-A LC inh2 0.7.
CCN(c1ccc(NS(=O)(=O)c2cc(Cl)ccc2Cl)cc1)C(C)C was read as Anthrax LF prot -2, 3CLpro inhibitor 4, Yp Topo-I inh 11, PriA SSB inh 40*, Vc quorum ag inactive, PfHsp40 rescue -1.2, PrPC surface inh 4 and BoNT-A LC inh2 -0.1.
O=C(O)C/C(=C\c1ccc(N2CCOCC2)c([N+](=O)[O-])c1)c1nc2ccccc2s1 was read as Anthrax LF prot 6, TcdB GH inh -2.0, 3CLpro inhibitor 8, Yp Topo-I inh 9, PriA SSB inh -8, Vc quorum ag 4.1, PfHsp40 rescue 5.7, PrPC surface inh -11 and BoNT-A LC inh2 2.2.
COC(=O)c1ccc(NC(=O)CN2C(=O)c3ccccc3S2(=O)=O)cc1 was read as Anthrax LF prot -1, TcdB GH inh 1.0, 3CLpro inhibitor 0, Yp Topo-I inh 2, PriA SSB inh 1, Vc quorum ag -0.6, PfHsp40 rescue -0.6, PrPC surface inh 12 and BoNT-A LC inh2 1.3.
Screening CCc1ccc(CNCc2cccnc2)cc1 returned Anthrax LF prot 1, 3CLpro inhibitor -2, Yp Topo-I inh 3, PriA SSB inh -2, Vc quorum ag -0.5, PfHsp40 rescue 0.3, PrPC surface inh -2 and BoNT-A LC inh2 -1.1.
For CCc1c(O)nc(SCC(=O)Nc2ccccc2OC)[nH]c1=O the results were Anthrax LF prot -2, 3CLpro inhibitor 0, Yp Topo-I inh 1, PriA SSB inh -5, Vc quorum ag -0.5, PfHsp40 rescue -0.2, PrPC surface inh 1 and BoNT-A LC inh2 -0.7.
For CCc1ccc(-n2nc3ccc(NC(=O)c4ccc5c(c4)OCO5)cc3n2)cc1 the results were Anthrax LF prot -6, 3CLpro inhibitor 5, Yp Topo-I inh 6, PriA SSB inh -6, Vc quorum ag -0.3, PfHsp40 rescue 1.1, PrPC surface inh -3 and BoNT-A LC inh2 -0.3.
Screening O=C(CSc1nncn1-c1ccccc1)Nc1ccccc1F returned Anthrax LF prot -3, TcdB GH inh 1.7, 3CLpro inhibitor -1, Yp Topo-I inh 7, PriA SSB inh 0, Vc quorum ag -0.3, PfHsp40 rescue -0.5, PrPC surface inh -5 and BoNT-A LC inh2 0.5.
COc1ccc(-n2nc(C(=O)N3CCC(C#N)CC3)c3c4ccccc4n(C)c3c2=O)cc1 was read as Anthrax LF prot 5, TcdB GH inh 1.2, 3CLpro inhibitor 6, Yp Topo-I inh 2, PriA SSB inh -2, Vc quorum ag -0.2, PfHsp40 rescue -1.3, PrPC surface inh -1 and BoNT-A LC inh2 -0.1.
Screening COc1ccc(CN2C(=O)C(CC(=O)NC(c3ccccc3)c3ccccc3)CC(C(=O)N(C(C)C)C(C)C)=C2C)cc1 (stereo not given) returned Anthrax LF prot -4, TcdB GH inh 0.6, Yp Topo-I inh 12, Vc quorum ag -0.2, PrPC surface inh -1 and BoNT-A LC inh2 -0.3.

Among those listed so far, five contain an aryl methoxy group:
For COc1cc(Cl)ccc1OCc1cc(C(=O)N(C)C2CCOC2)no1 (stereo not given) the results were Anthrax LF prot 1, TcdB GH inh -0.7, 3CLpro inhibitor -2, Yp Topo-I inh 5, PriA SSB inh -6, Vc quorum ag -0.4, PfHsp40 rescue 14, PrPC surface inh 4 and BoNT-A LC inh2 0.6.
Screening COc1cc(NC(=O)CSc2nc3ncnc(N)c3[nH]2)c(C(=O)O)cc1OC returned Anthrax LF prot 13, TcdB GH inh 1.5, 3CLpro inhibitor -3, Yp Topo-I inh 7, PriA SSB inh 3, Vc quorum ag -1.5, PfHsp40 rescue -1.0, PrPC surface inh -4 and BoNT-A LC inh2 -1.5.
For CCc1c(O)nc(SCC(=O)Nc2ccccc2OC)[nH]c1=O the results were Anthrax LF prot -2, 3CLpro inhibitor 0, Yp Topo-I inh 1, PriA SSB inh -5, Vc quorum ag -0.5, PfHsp40 rescue -0.2, PrPC surface inh 1 and BoNT-A LC inh2 -0.7.
COc1ccc(-n2nc(C(=O)N3CCC(C#N)CC3)c3c4ccccc4n(C)c3c2=O)cc1 was read as Anthrax LF prot 5, TcdB GH inh 1.2, 3CLpro inhibitor 6, Yp Topo-I inh 2, PriA SSB inh -2, Vc quorum ag -0.2, PfHsp40 rescue -1.3, PrPC surface inh -1 and BoNT-A LC inh2 -0.1.
Screening COc1ccc(CN2C(=O)C(CC(=O)NC(c3ccccc3)c3ccccc3)CC(C(=O)N(C(C)C)C(C)C)=C2C)cc1 (stereo not given) returned Anthrax LF prot -4, TcdB GH inh 0.6, Yp Topo-I inh 12, Vc quorum ag -0.2, PrPC surface inh -1 and BoNT-A LC inh2 -0.3.

An excerpt, so the mix of outcomes need not match the whole.
